Screens deposited in PubChem BioAssay by National Center for Advancing Translational Sciences (NCATS).
Vif-APOBEC3F blk = qHTS for Inhibitors of Vif-A3F Interactions: qHTS | HeLa A3F-eYFP + Vif (tagged APOBEC3F with the HIV-1 protein that degrades it), YFP fluorescence increase | Potency, µM (top dose mostly 46.1 µM), inactives show top-dose activity, negative = active | 390,000 tested, 0.2% active | AID 602313, 2012; further: potency means the concentration at half of the fitted maximal effect; % of control where 0% means no effect; nearly all actives have a fitted effect of over 65% in size
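HeLa cells stably expressing Vif plus C-terminally eYFP-tagged A3F were seeded, incubated overnight at 37 deg C, dosed with compound, incubated overnight again at 37 deg C. Yellow fluorescence (Ex 488/Em 500-530) reported blocked Vif-mediated A3F-eYFP degradation.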
Glioma ERSR ind = qHTS for Inducers of the Endoplasmic Reticulum Stress Response (ERSR) in Human Glioma: qHTS | U87-MG GRP78 promoter luciferase reporter, 16 h | Potency, µM, for the others: top-dose activation, most hits filed as activators | 420,000 tested, 0.02% active | AID 602332, 2012; further: potency means the concentration at half of the fitted maximal effect; series mostly up to about 76 µM; % of control where 0% means no effect; nearly all actives have a fitted effect of over 35% in size
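Stably transfected U87-MG glioma cells carrying a GRP78-based luciferase sensor; 16 h compound incubation. Luminescence end-point read 10 min after Bright-Glo addition at room temperature.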
D2 antagonist = HTS Assay for Allosteric Antagonists of the Human D2 Dopamine Receptor: Primary Screen for Antagonists; D(2) dopamine receptor (Homo sapiens), P14416; HEK293 TREx D2 cells, calcium flux, dopamine EC80; inhibition, % at 10 µM; 340,000 tested, 2% active; in the data active means inhibition above about 30%; further: 0% is about no effect
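Cells plated overnight at 30 C with tetracycline; no-wash calcium dye, 30–90 min RT; 10 s baseline; compound pinned; 180 s read; EC80 dopamine added; another 180 s read.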
RGS4 inhibitor = Inhibitors of Regulator of G Protein Signaling (RGS) 4: qHTS; Regulator of G-protein signaling 4 (Homo sapiens), P49798; Transcreener GDP fluorescence polarization, RGS4-accelerated GTP hydrolysis; Potency, µM (top dose mostly 114 µM), for the others: top-dose activity change, negative = inhibition, hits mostly inhibitors; 390,000 tested, 0.039% active; AID 504845, 2011; further: potency means the concentration at half of the fitted maximal effect; on the % scale 0 is the no-effect control and ±100 the full control effect; nearly all actives have a fitted effect of over 75% in size; some results filed as inactive show a strong effect at the top dose
Target sequence (P49798 whole entry, looked up): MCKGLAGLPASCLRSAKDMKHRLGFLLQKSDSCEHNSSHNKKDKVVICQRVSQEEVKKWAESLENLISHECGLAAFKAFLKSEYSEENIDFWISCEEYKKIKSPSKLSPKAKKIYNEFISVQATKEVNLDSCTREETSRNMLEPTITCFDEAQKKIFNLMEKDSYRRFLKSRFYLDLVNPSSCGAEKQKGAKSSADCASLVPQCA
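MLSMR compounds (23 nl, pin-transferred) preincubated 10 min at room temperature with a 500nM (2x) first reagent, then RGS4 at 900nM (2x) plus Transcreener GDP mix added; fluorescence polarization (620/688 nm) read before and after 90 min at 30 °C.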
Vif-APOBEC3G blk = qHTS for Inhibitors of Vif-A3G Interactions: qHTS; 410,000 tested, 0.076% active; HeLa A3G-eYFP + Vif (tagged APOBEC3G with the HIV-1 protein that degrades it), YFP fluorescence, overnight; DNA dC->dU-editing enzyme APOBEC-3G (Homo sapiens), Q9HC16; Potency, µM (top dose mostly 46.1 µM), for inactives: at the top dose activity, negative = active, hits mostly inhibitors;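 further: potency means the concentration at half of the fitted maximal effect; on the % scale 0 is the no-effect control and ±100 the full control effect; nearly all actives have a fitted effect of over 60% in size; hits raise eYFP signal because A3G escapes Vif-driven loss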
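HeLa cells stably expressing Vif and C-terminally eYFP-tagged A3G, seeded overnight at 37 deg C, then exposed to compound by pintool overnight at 37 deg C. Rise in yellow fluorescence (Ex 488/Em 500-530, Acumen) marks blocked Vif-driven A3G degradation.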
ERG Ets-DNA blk = qHTS for Small Molecule Inhibitors of the ERG Ets/DNA interaction. Potency, µM (series often up to 76.9 µM), without a hit: at the top dose FP activity, negative = inhibition, usual class: inhibitors. Transcriptional regulator ERG (Homo sapiens), P11308. 370,000 tested, 0.028% active. fluorescence polarization, His-ERG Ets domain / labelled DNA; active means well fitted inhibition curve with a large enough effect in the polarisation, with a control signal flat; inconclusive means small, poorly fitted or top-dose-only effect, or effect the other way, or a change in a side signal; inactive means no such curve, though single readings can be large or run the other way; the % refers to the polarisation;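 further: polarization taken with two DNA probes labelled with fluorescein and Texas red; potency means the concentration at half of the fitted maximal effect; % of control where 0% means no effect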
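His-tagged ERG Ets domain (1 uM in the protein solution; 300mM KCl, 50mM Tris-HCl, 1mM EDTA, 1mM DTT, pH 7.5) received compound, then a probe mix of 5 nM fluorescein-DNA and 100nM Texas-615-DNA. Fluorescence polarization was read for both dyes.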
D2 agonist = HTS Assay for Allosteric Agonists of the Human D2 Dopamine Receptor: Primary Screen for Agonists | HEK293 T-REx D2 cells, calcium flux agonist mode | D(2) dopamine receptor (Homo sapiens), P14416 | 340,000 tested, 0.53% active | activation, % at 2 µM;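 active means activation over 3 SD above normal in the single-dose calcium agonist read, cut at about 30% in these data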; further: 0% is about no effect
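Agonism is scored from calcium flux in a force-coupled, inducible HEK293 cell line expressing D2, read kinetically for 180 s after compound addition against dopamine controls.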
LDHA inh = qHTS assay for inhibitors of human lactate dehydrogenase. L-lactate dehydrogenase A chain (Homo sapiens), P00338. purified LDHA, NADH/diaphorase-resazurin fluorescence; stronger effect = lower value. activity change, % (values are at about 110 or 230 µM). 480,000 tested, 0.15% active. AID 1347041, 2019; in the data active means activity change below about -30%; inconclusive means mostly about -25% to -30%;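 further: plate controls were DMSO wells for no effect and wells without enzyme for full effect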
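Enzyme activity of human lactate dehydrogenase 5 (2 nM; 0.06 mM NADH, 0.2 mM pyruvate, 5 min, RT) is measured via a resazurin/diaphorase fluorescence readout of residual NADH.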
ALOX12 inh = Primary qHTS assay for inhibitors of human arachidonate 12S-lipoxygenase (ALOX12): Round 2 | Polyunsaturated fatty acid lipoxygenase ALOX12 (Homo sapiens), P18054 | purified 12hLO, xylenol orange hydroperoxide absorbance | Potency, µM (top dose mostly 108 µM), inactives show at the top dose activity change, negative = inhibition, actives largely listed as inhibitors | 580,000 tested, 1.1% active | AID 1671190, 2021; further: potency means the concentration at half of the fitted maximal effect; on the % scale 0 is the no-effect control and ±100 the full control effect
Target sequence (P18054 whole entry, looked up): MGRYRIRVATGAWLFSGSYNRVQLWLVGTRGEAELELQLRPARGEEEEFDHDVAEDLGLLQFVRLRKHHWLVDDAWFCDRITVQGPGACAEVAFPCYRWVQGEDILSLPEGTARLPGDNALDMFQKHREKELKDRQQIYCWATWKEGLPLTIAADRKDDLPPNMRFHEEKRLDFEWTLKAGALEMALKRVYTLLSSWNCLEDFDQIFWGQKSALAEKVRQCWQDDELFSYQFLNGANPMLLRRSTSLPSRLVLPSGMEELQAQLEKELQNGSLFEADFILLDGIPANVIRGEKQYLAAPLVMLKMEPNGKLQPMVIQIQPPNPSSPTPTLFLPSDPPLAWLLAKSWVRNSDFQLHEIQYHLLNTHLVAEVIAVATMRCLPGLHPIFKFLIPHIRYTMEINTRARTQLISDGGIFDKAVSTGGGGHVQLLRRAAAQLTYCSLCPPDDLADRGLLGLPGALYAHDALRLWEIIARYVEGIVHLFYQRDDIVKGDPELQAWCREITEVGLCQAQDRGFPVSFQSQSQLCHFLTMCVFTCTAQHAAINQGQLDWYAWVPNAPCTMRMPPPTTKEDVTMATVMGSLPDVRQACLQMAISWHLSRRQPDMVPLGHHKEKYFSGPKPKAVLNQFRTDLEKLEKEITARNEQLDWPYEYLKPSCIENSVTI
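Purified human 12hLO (150 nM final) in 25 mM Hepes, 0.01% Triton X-100, pH 7.0 was preincubated 15 min at room temperature with compound. Then 40 uM arachidonic acid was added, 30 min. Hydroperoxide was read by Fe-XO absorbance ratio 573/405 nm.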
Active calls of the source: *; ? = inconclusive; . = no result given; & = joins results of further samples; [ ] = another dose, or the depositor's remark. Unless noted, the call rests on the fitted dose curve; in most records, active means well fitted curve in the direction sought with a large enough effect; inconclusive means small, poorly fitted or top-dose-only effect, or another doubt; inactive means no such curve, though single readings can be large; an effect the other way counts as inactive or inconclusive. This is a subset; count on the stated rates, not on these rows.

SMILES,Vif-APOBEC3F blk,Glioma ERSR ind,D2 antagonist,RGS4 inhibitor,Vif-APOBEC3G blk,ERG Ets-DNA blk,D2 agonist,LDHA inh,ALOX12 inh
N=c1n(CCO)c2ccccc2n1CCOc1ccccc1,4.2%,0.5%,-7.0,-31.9%,2.4%,-10.4%,0.6,0.6,10.0%
Cc1ccc(C2=NN(C(=O)CSc3nc4ncc(Cl)cc4[nH]3)C(c3ccco3)C2)cc1 (configuration not stated),2.3%,0.4%,-17.3,-20.6%,-1.7%,-2.7%,0.2,-8.5,0.8%
CC(C)OC(=O)/C(=C/c1ccc2c(c1)c1ccccc1n2C)NC(=O)c1ccccc1,-11.2%,0.2%,-9.0,-48.3%,-0.1%,5.3%,0.7,-2.9,2.1%
COc1cccc(-c2cc(C(=O)Nc3cccnc3)c3ccccc3n2)c1,5.8%,-0.4%,-3.4,8.1%,-6.7%,4.1%,-0.6,2.4,-11.1%
CN(c1ccc(F)cc1)S(=O)(=O)c1ccc(Cl)c(C(=O)OCC(=O)NCc2ccco2)c1,-7.8%,-2.8%,.,18.5%,0.2%,2.1%,.,0.6,-4.9%
CCC(=O)Nc1ccc(C(=O)NNC(=O)c2cccs2)cc1,-0.8%,-4.2%,.,-29.9%,0.0%,-4.7%,.,3.5,0.1%
CC(=O)NC(=S)NNC(=O)c1ccc(Br)cc1,-2.5%,-0.9%,1.5,-29.1%,15.4%,11.7%,4.5,-2.0,-13.3%
O=C(O)c1cccc(Nc2nc(C(F)(F)F)nc3ccccc23)c1,?,-0.3%,-2.0,-5.0%,-4.8%,-8.2%,-0.2,-15.1,2.0%
CN(C)S(=O)(=O)c1ccc(NC(=O)CN2CCCCCC2)cc1,-0.9%,-3.2%,-0.2,-4.7%,0.8%,-4.6%,0.5,0.0,-8.8%
CCOC(CNC(=O)CN1C(=O)COc2ccc(S(=O)(=O)N3CCCC3)cc21)OCC,0.8%,-3.4%,-2.1,19.6%,2.7%,12.7%,-0.1,-4.3,0.1%
CC1(c2cccc(Br)c2)NC(=O)N(CC(=O)Nc2ccc(F)cc2)C1=O (configuration not stated),-10.8%,-4.9%,7.8,-0.5%,8.2%,-2.5%,-0.2,-4.3,-15.1%
CNC(=O)c1cc2n(n1)CCCN(Cc1ccc(F)cc1)C2=O,0.9%,-1.7%,.,-3.8%,-1.0%,-2.9%,1.5,-0.5,5.5%
Nn1c(-c2ccccc2)cc(-c2ccccc2)cc1=O,5.2%,-3.6%,13.8,9.7%,-8.3%,-7.9%,0.4,-1.1,1.1%
Cc1cc(C)nc(SCc2nnc(SCC(=O)Nc3ccc(C)c(C)c3)n2Cc2ccco2)n1,-4.0%,-2.7%,-9.1,0.5%,-1.1%,-12.3%,0.1,-8.8,1.5%
COc1cc([N+](=O)[O-])ccc1NC(=S)NC(=O)CC(C)(C)C,1.3%,4.1%,-7.8,-40.5%[56.9 µM],0.1%,-9.2%,0.1,1.0,-0.1%
CS(=O)(=O)Nc1nnc(C2CCCC2)s1,-1.0%,-2.9%,13.2,-53.4%,-2.4%,0.0%[15.4 µM],-0.1,1.0,?
COc1ccccc1NS(=O)(=O)c1cc(NC(=O)c2ccc3ccccc3n2)ccc1Cl,3.4%,-1.7%,-12.9,-14.3%,-0.5%,-1.2%,0.0,-3.3,-8.1%
CC(C)C(=O)N1CCC2(CC1)Oc1ccc(F)cc1C(=O)C21CC(c2ccccc2)=NO1 (configuration not stated),5.2%,-4.9%,-3.0,22.6%,1.0%,7.1%,1.1,-7.5,-20.1%
C/C(=N\Nc1ccc(S(=O)(=O)Nc2ccc(Cl)cc2)cc1[N+](=O)[O-])c1ccc(N2CCOCC2)cc1,-0.1%,-3.7%,-3.3,35.0%,4.0%,-4.4%,1.4,-2.4,-11.1%
C=CCOc1ccc(/C=C2/C(=O)ON=C2C)cc1OC,11.8%,-1.8%,.,-63.7%[56.9 µM],-9.2%,40.4%[activator],.,-7.3,17.8µM*
CN(C)CCN(C(=O)c1ccc(N2C(=O)CCC2=O)cc1)c1nc2cc3c(cc2s1)OCO3,1.6%,5.6%,4.2,-34.3%,-0.7%,-11.1%,0.0,-5.7,-12.6%
NS(=O)(=O)c1ccc(CCNC(=O)c2cc(=O)[nH]c3ccccc23)cc1,8.8%,-1.7%,-13.8,0.5%,-0.1%,-3.9%,-3.1,-2.9,-15.6%
Nc1nnnn1/N=C/c1ccccc1O,11.7%,-0.8%,.,12.4%,-6.6%,-7.6%,.,4.0,375.0%[activator]
CCN(CC)c1ccc(NC(=O)c2[nH]c(C)c(C(C)=O)c2C)c(C)c1,-3.1%,-7.0%,-0.6,20.6%,0.9%,1.7%,0.7,3.6,?
CCN(CC)C(=O)CSc1nc(-c2ccccc2)cc(=O)[nH]1,0.6%,6.0%,13.8,-6.7%,0.2%,-2.9%,-0.6,-1.0,1.1%
CC(=O)Nc1ccc(S(=O)(=O)NC2(C(F)(F)F)C(=O)Nc3c2c(=O)[nH]c(=O)n3C)cc1 (configuration not stated),-11.8%,-3.3%,4.3,-1.6%,2.2%,-1.4%,-0.1,-3.3,-26.8%
O=C(Cc1cccs1)Nc1nc(-c2cccnc2)cs1,-3.3%,-1.3%,.,?,2.0%,2.9%,.,-2.2,0.0%
Cn1c(=O)oc2cc(S(=O)(=O)N3CCC(C(=O)N4CCN(c5ccccc5F)CC4)CC3)ccc21,-0.2%,-1.0%,.,7.6%,-0.3%,1.2%,.,2.9,-26.4%
COc1cccc2sc(N(Cc3cccnc3)C(=O)c3ccc4c(c3)OCCO4)nc12,2.3%,2.8%,.,-31.0%,-0.6%,0.2%,-0.2,3.2,-18.8%
CCOC(=O)Cc1nnc2c(Nc3ccccc3F)nc3nonc3n12,.,-12.3%,.,10.5%,1.3%,-5.0%,.,-2.8,3.5%
Cc1n[nH]c(=O)nc1N/N=C/c1ccco1,6.9%,-0.6%,4.1,8.9%,-4.2%,1.8%,0.2,2.0,4.7%
COc1cc(-c2nc(Cn3nnc(C(=O)Nc4cc(C)cc(C)c4)c3C)c(C)o2)cc(OC)c1OC,-4.7%,-0.9%,.,10.7%,3.1%,2.0%,1.7,-6.3,-25.8%
CC(C)[C@H](NC(=O)c1ccccc1)C(=O)OCC(=O)N1CCCCCC1,6.6%,-3.1%,2.0,-14.3%,-0.3%,-7.3%,0.0,1.4,-1.3%
CN(C)CC(C)(C)CNS(=O)(=O)c1ccc(Cl)c(Cl)c1,-6.8%&-4.6%,-2.4%&-3.3%,7.4&-13.3,-35.9%&-9.4%,5.2%&0.7%,1.0%,0.1&-2.0,-7.0&-6.5,-6.8%&5.5%
CCc1ccc(CNC(=O)C2CCCN(S(=O)(=O)c3ccc4c(ccn4C)c3)C2)cc1 (configuration not stated),3.2%,-4.8%,.,1.7%,1.1%,2.5%,1.8,-6.6,?
Cc1noc(C)c1S(=O)(=O)N1CCCC(C(=O)NCC2CCCO2)C1 (configuration not stated),-6.9%,-3.1%,7.2,-17.6%,1.5%,4.5%,-0.6,-7.6,0.0%[57.4 µM]
COC(=O)c1cccc(CSC(=S)N2CCCC2)c1,-8.6%,0.2%,14.6,2.4%,2.2%,2.8%,-0.1,0.7,-50.2%
CCOC(=O)N1CCC(Nc2c(NCCCN(CC)Cc3ccccc3)c(=O)c2=O)CC1,11.4%&-15.7%,-6.4%&3.1%,.,-17.7%&20.8%,-2.3%&-2.6%,9.5%&-7.5%,.,-5.5&-8.8,6.5%&-8.5%
C=CCn1c(SCC(=O)Nc2cccc(C(=O)OC)c2)nnc1C(C)NC(=O)c1cccs1 (configuration not stated),-1.8%,-2.3%,11.3,8.8%,-0.3%,-6.9%,-1.2,-4.3,-8.0%
CCOC(=O)CSc1nnc(CNc2cccc(Cl)c2)n1C,-0.5%,-0.2%,3.7,1.1%,6.2%,-8.0%,0.4,-3.4,0.0%
CCC(=O)N1CCc2cc(Br)cc(S(=O)(=O)CCC(=O)N3CCN(c4ccccc4F)CC3)c21,1.6%,-2.6%,.,1.0%,-1.4%,-0.3%,0.0,-6.0,-13.6%
C=CCSc1nc(C)c(CC=C)c(=O)[nH]1,-11.9%,0.3%,-10.6,7.9%,1.9%,.,0.7,-7.0,-18.3%
CCNC(=S)NNC(=O)CSc1nc2ccccc2[nH]1,5.0%,0.4%,.,0.5%,4.3%,14.9%,.,-12.1,-2.4%
COc1ccc(F)cc1CN1CCN(C(=O)CCC(=O)Nc2nnc(CC(C)C)s2)CC1,5.1%,-2.9%,-4.5,-0.5%,4.2%,2.9%,-0.4,-9.0,0.0%
